S1P4 agonist = human S1P4 receptor agonism. O95977. S1P4-expressing cell line, agonist reporter assay. activation, % at 4.98 µM. 220,000 tested, 0.35% active. AID 1509; in the data active = activation above about 11%;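 note: 0% = DMSO vehicle and 100% = reference agonist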
CHOP inhibitor = blocks CHOP induction under ER stress. CHO-K1 CHOP-promoter luciferase, tunicamycin-induced, 15-18 h. 220,000 tested, 3.8% active. inhibition, % at 10 µM;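 active = compounds that reduced the stress-induced luciferase reporter signal by more than about 70% of percent inhibition, limit read from the data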;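 note: 0% = tunicamycin plus vehicle and 100% = wells without tunicamycin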
NPY1 pot ag = potentiates or activates human NPY-Y1 receptor; P25929; NPY-Y1 expressing cells, potentiator/agonist activation; activation, % at 3.6 µM; 220,000 tested, 0.37% active; AID 1304; in the data active = activation above about 33%, passing the limit was not always enough;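 note: cells stimulated with NPY at EC10 then isoproterenol at EC100; 0% = low agonist plus stimulus and 100% = saturating agonist plus stimulus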
p47phox inh = p47phox (human) inhibition. p47phox/p22phox peptide binding, fluorescence polarization, 2 h. AID 1274. P14598. 220,000 tested, 0.53% active. inhibition, % at 24.7 µM;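 active = inhibition above about 30%, limit read from the data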;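 note: 0% = p47phox with labelled peptide and 100% = labelled peptide alone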
Target sequence (P14598 whole entry, looked up): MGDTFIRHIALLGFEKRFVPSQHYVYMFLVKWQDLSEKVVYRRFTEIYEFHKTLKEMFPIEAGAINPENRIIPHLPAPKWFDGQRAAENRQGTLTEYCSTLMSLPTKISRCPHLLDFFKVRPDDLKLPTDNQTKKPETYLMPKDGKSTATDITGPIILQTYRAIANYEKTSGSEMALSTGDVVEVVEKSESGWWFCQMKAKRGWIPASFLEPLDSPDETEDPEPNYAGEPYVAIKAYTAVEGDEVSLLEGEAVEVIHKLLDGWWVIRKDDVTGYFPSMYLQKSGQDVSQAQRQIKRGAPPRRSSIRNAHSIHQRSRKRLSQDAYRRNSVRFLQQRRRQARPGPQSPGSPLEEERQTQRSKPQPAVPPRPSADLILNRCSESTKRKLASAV
NPY Y1 blocker = NPY-Y1 (human) receptor antagonism; P25929; HEK293-CNG Y1 cells, membrane potential fluorescence; NPY at EC95, then isoproterenol; inhibition, % at 3.6 µM; 200,000 tested, 1% active; AID 1040;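 active = inhibition above the campaign mean inhibition of all tested compounds plus 3 SD, cut at about 20% in these data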;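 note: 0% = DMSO wells given NPY plus isoproterenol and 100% = isoproterenol alone without NPY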
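Benchmarks – high control isoproterenol alone, low control NPY with isoproterenol · Material – HEK293 Y1/CNG channel cell line · Times – dye 3 h, compound 60 min room temperature, stimulation 45 min · Probe or stimulus – NPY (25 nM), isoproterenol (1 µM), Ro 20-1724 (25 µM) · Evaluation – % inhibition of NPY effect · Signal – fluorescence, membrane potential probe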
NPY2 pot ag = human NPY-Y2 potentiation or agonism, primary screen | P49146 | cells expressing NPY-Y2, potentiator/agonist read-out | activation, % at 3.6 µM | 220,000 tested, 0.45% active | AID 1359; in the data active = activation above about 27%;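 note: cells stimulated with NPY near EC25 plus isoproterenol at EC100; 0% = vehicle plus submaximal agonist and 100% = vehicle plus saturating agonist; some results beyond the cut were filed as inactive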
Target sequence (P49146 whole entry, looked up): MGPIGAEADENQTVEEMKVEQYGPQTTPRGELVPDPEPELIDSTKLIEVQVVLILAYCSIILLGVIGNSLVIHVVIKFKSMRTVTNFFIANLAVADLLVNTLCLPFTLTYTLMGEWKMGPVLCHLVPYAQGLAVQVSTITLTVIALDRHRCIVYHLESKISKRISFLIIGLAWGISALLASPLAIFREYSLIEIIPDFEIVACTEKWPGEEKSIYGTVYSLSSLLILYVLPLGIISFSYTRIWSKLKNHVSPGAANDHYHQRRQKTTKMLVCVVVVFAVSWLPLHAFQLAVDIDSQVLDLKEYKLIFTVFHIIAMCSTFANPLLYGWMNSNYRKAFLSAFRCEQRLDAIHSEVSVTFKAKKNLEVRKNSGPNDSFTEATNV
BaF3 tox = reduces parental Ba/F3 cell viability, JAK2V617F counter-screen. CellTiter-Glo ATP luminescence. inhibition, % at 5.6 µM. 220,000 tested, 1.1% active. AID 1486;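 active = inhibition above a per-campaign cutoff, the mean inhibition of all tested compounds plus 3 SD, cut at about 27% in these data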;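 note: 0% = DMSO wells and 100% = JAK Inhibitor I control wells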
Ba/F3 V617F tox = loss of viability in JAK2V617F-driven Ba/F3 cells; Ba/F3 EpoR-JAK2V617F viability, ATP luminescence; inhibition, % at 5.6 µM; 220,000 tested, 1.1% active; AID 1446;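 active = inhibition above the campaign mean plus 3 SD over all tested compounds, cut at about 24% in these data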;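 note: cytokine-independent growth of Ba/F3 cells driven by EpoR plus mutant JAK2; 0% = DMSO-treated cells and 100% = JAK inhibitor I control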
S1P4 antag = human S1P4 receptor antagonism; S1P4-expressing cells, antagonist mode, reporter read-out; AID 1510; O95977; inhibition, % at 4.98 µM; 220,000 tested, 0.26% active; in the data active = inhibition above about 29%;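 note: 0% = wells stimulated with agonist and 100% = vehicle wells without agonist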
The depositor's hits bear a star; nt = not tested or not shown.

SMILES	S1P4 agonist	CHOP inhibitor	NPY1 pot ag	p47phox inh	NPY Y1 blocker	NPY2 pot ag	BaF3 tox	Ba/F3 V617F tox	S1P4 antag
N#Cc1cn(Cc2ccccc2)c2ccccc12	3.3	6	7	-19	-3	-14	7	9	-1
COc1cccc(CN2CCN(Cc3nc(C(C)C)cs3)CC2CCO)c1 (stereo not given)	-0.1	1	-5	-19	1	-3	5	-3	-19
COC(=O)C1=C(C)NC(C)=C(C(=O)OC)C1c1cc2ccc(C)cc2[nH]c1=O	-0.4	5	22	-14	8	-4	8	4	19
CCn1c([N+](=O)[O-])nc2c1c(=O)[nH]c(=O)n2C	-2.5	29	1	-3	-5	2	-2	8	23
O=C(c1ccc(=O)[nH]c1)N(Cc1ccco1)C1(C(=O)NC2CCCCC2)CCCCC1	-0.3	0	17	-8	8	20	3	-5	-8
Cc1ccc(S(=O)(=O)Cn2nnnc2C(C)N2CCN(C(=O)c3ccco3)CC2)cc1 (stereo not given)	0.2	4	14	3	-1	9	1	-1	-17
Cc1cccc(NC(=O)CCc2ccc(C)o2)c1	0.9	36	31	-11	-3	1	1	-1	-27
CC1(C)Cc2c(c(N3CCCC3)nc3sc4c(N5CCNCC5)ncnc4c23)CO1	1.0	-31	-28	-38	nt	-45	-1	-2	-20
O=C(Nc1cccc(Cl)c1)c1ccc(F)c(S(=O)(=O)NCc2ccc3c(c2)OCO3)c1	-0.6	-11	-5	-10	5	-6	4	5	19
COc1ccc2nc(NC(=O)c3ccoc3C)sc2c1	1.1	-9	-8	-3	-1	16	21	17	-7
N#Cc1c(NC(=O)c2cccc(S(=O)(=O)Nc3ccc(C(=O)O)cc3)c2)sc2c1CCCC2	-0.6	-5	5	-36	nt	-32	-4	3	0
C=CCNC(=O)C(=O)NN=C1CCN(C)CC1	3.3	2	9	3	3	4	5	-3	5
Cn1c(COc2ccc(Cl)cc2)nnc1SCc1ncc(-c2ccccc2)o1	1.9	27	-16	-3	9	6	4	-2	-1
CC(C)(C)OC(=O)N1CCCC(C(=O)CC#N)C1 (stereo not given)	0.6	20	10	-18	7	0	3	1	-4
O=C1CCCC2=C1C(c1cccs1)Nc1ccc3ncccc3c12 (stereo not given)	-0.6	-52	-6	-59	-2	-22	2	2	-2
COc1cc(Cl)c(C)cc1NC(=O)Cc1ccc(OC)c(OC)c1	-3.2	6	-3	-1	-3	-14	11	10	-12
CCn1c(SCc2nc(-c3ccccc3)no2)nc2ccccc21	2.5	54	0	-13	10	-19	5	0	-9
COc1ccc(CN2CCN(C(=O)CC(C)C)CC2)c(OC)c1OC	2.5	-2	-2	3	-4	0	3	3	-4
C#CCOCCOCCOCCNc1nc(N2CCN(C(=O)[C@H](CCCCN)n3cc([C@@H](N)C(C)CC)nn3)CC2)nc(N2CCN(C(=O)[C@H](Cc3ccc(O)cc3)n3cc([C@@H](N)CC(C)C)nn3)CC2)n1 (stereo not given in full)	-0.9	16	-9	nt	-1	5	0	-1	6
C/C=C/Cn1c(SCc2ccc(Cl)cc2)nc2c1c(=O)[nH]c(=O)n2C	1.5	76*	-90	-13	17	-75	2	0	-13
CCN(CC(=O)Nc1ccc2c(c1)CCC2)Cc1nc2ccccc2c(=O)[nH]1	0.6	71*	-20	-18	-3	-15	1	0	-24
CC(C)N1C(=O)C(Cc2nc3ccccc3c(=O)n2-c2ccccc2)c2ccccc21 (stereo not given)	0.1	11	-57	-7	22*	-30	7	4	-12
O=C(CSc1nccc(=O)[nH]1)Nc1ccccc1Sc1ccccc1	1.5	-14	-15	-3	1	-3	4	3	3
O=C(Cn1nc(-c2nn(CC(=O)c3ccccc3)c3[n+]2CCCCC3)[n+]2c1CCCCC2)c1ccccc1	2.0	8	15	-5	nt	7	-2	-3	-1
Cc1ccc(OCC(O)CN2CCN(c3ccccc3)CC2)cc1 (stereo not given)	-2.4	18	-15	5	6	-22	1	-2	-2
OC(C#CCCN1CCCCC1)(c1ccccc1)C1CCCCC1 (stereo not given)	-0.1	1	-7	-4	nt	-10	-2	2	9
Cc1ccc(N=Nc2c(N)nn(-c3ccccc3)c2N)cc1	-1.2	36	16	-8	-1	1	35*	47*	1
COc1ccc(NC(=O)C2CCCN(S(=O)(=O)c3c(C)[nH]c(=O)[nH]c3=O)C2)cc1Cl (stereo not given)	2.8	12	-22	-3	3	-11	13	6	-2
Cc1cc(C)nc(NC(=O)c2cccc([N+](=O)[O-])c2)c1	1.4	11	-3	-38	2	-5	8	1	-12
O=C(CSCCc1ccccn1)Nc1cccnc1	-1.4	-21	-6	1	3	4	0	-3	1
CCCCCn1c(CN(C)Cc2ccccc2)nc2c1c(=O)n(C)c(=O)n2C	-2.8	-17	-8	-15	14	-1	7	4	-13
O=C(COC(=O)/C=C/C(=O)N1CCN(c2ccccc2)CC1)NCc1ccc(F)cc1	-1.3	-36	21	-6	1	9	2	-2	-14
COc1ccc(C2CC(C(F)(F)F)n3nc(C(=O)O)c(Br)c3N2)cc1 (stereo not given)	1.6	0	-9	-12	3	-27	0	-6	-12
CC1CCCC(NC(=O)COC(=O)COc2ccc(Cl)cc2)C1C (stereo not given)	2.5	30	-9	-4	-2	-10	3	-2	17
N/C(=N\O)c1ccccc1-n1cccc1	1.7	12	1	-1	2	-1	4	-1	-8
O=C(Nc1nc2ccccc2[nH]1)c1ccc(S(=O)(=O)N2CCOCC2)cc1	2.4	-5	18	-5	-2	-3	6	1	-1
Cn1c(=O)n(CCc2ccccc2)c(=O)c2c1nc1n2CCCN1Cc1ccccc1	1.6	32	-18	-7	-2	-12	3	0	-7
CC(OC(=O)c1ccc2ncsc2c1)C(=O)Nc1ncc(Cl)cc1Cl (stereo not given)	1.0	48	8	-6	6	-2	0	1	-18
Cc1ccc(-c2nc3ccccc3c(=O)n2CCCN2CCOCC2)cc1	-0.8	-1	5	0	7	-1	6	2	6
CC1CCN(C(=O)Cn2cnc3c(cnn3C(C)(C)C)c2=O)CC1	-0.7	-18	9	-4	-3	1	-1	-3	0
CCOC(=O)c1ccc(OC)c(OC)c1Cl	-1.6	10	22	-9	nt	19	-2	-2	2
CCCCOC(=O)c1[nH]c2c(c1C)C(=O)CC(c1cc(OC)c(OC)c(OC)c1)C2 (stereo not given)	2.3	nt	21	-10	-2	1	10	8	-5
c1cnn(-c2cc(N3CCOCC3)ncn2)c1	-2.7	-15	-3	-6	5	9	6	1	-8
CC1CCCCN1S(=O)(=O)c1ccc2c(c1)CCN2C(=O)C1CCC1 (stereo not given)	-3.2	30	-17	-1	6	-21	4	3	2
COc1cccc2cc(C(=O)N3CCCCC3C)c(=O)oc12 (stereo not given)	-1.7	10	-5	-14	4	-4	2	-1	-16
O=C(C1CCN(S(=O)(=O)Cc2ccccc2)CC1)N1CCCc2ccccc21	0.4	-17	-11	0	2	-4	0	0	2
CC12CCC(C(=O)Nc3nccs3)(OC1=O)C2(C)C (stereo not given)	0.3	4	16	-10	-2	-3	1	0	-6
Cc1nc(=O)c(-c2ccccc2)c(C)n1-c1ccc(C(=O)O)cc1	0.8	11	-5	-18	4	0	4	-2	-9
COC(=O)CC1C(=O)NCCN1C(=S)Nc1ccc(F)cc1 (stereo not given)	0.0	8	-6	-18	nt	3	13	9	5
O=C(NCCc1c[nH]c2ccccc12)C(=O)NCC(c1ccco1)N1CCN(c2ccc(F)cc2)CC1 (stereo not given)	-0.6	65	-7	-16	0	-16	7	0	-3
Cc1cccc(OC2(c3ccccc3)OC(=O)c3ccccc32)c1C (stereo not given)	1.9	32	-30	-25	6	-3	0	-1	11
Cc1nnc(NC(=O)c2c(-c3ccccc3Cl)noc2C)s1	-0.9	2	17	-8	-4	-6	7	1	-25
COc1ccc(NC(=S)NCCc2ccc(Cl)cc2)c(OC)c1	-3.0	18	28	-14	-2	5	1	-1	3
O=C(COc1cc(=O)n2c(n1)SCCC2)c1ccccc1	-1.0	0	4	2	-5	-10	3	1	-9
O=C(Nc1nc(-c2cccs2)c(C(=O)C(F)(F)F)s1)c1ccco1	0.8	42	9	-7	5	0	5	-1	-36
CC(C)C(O)(CC#CCN1CCCC1)c1ccccc1 (stereo not given)	-1.6	14	6	0	-1	-1	11	2	11
O=C(NCc1ccccc1)/C(=N\O)c1ccccc1	0.6	-4	26	10	-3	-16	-3	-3	-11
COc1ccc(CCNC(=O)Cc2c(Cl)cccc2Cl)cc1	0.0	-8	-7	1	9	1	-1	4	-12
O=C(O)CCc1nc(-c2ccccc2Cl)no1	-0.1	-3	10	-5	0	10	8	0	-4
CCN1/C(=C/C=C/c2oc3ccc(-c4ccccc4)cc3[n+]2CC)Oc2ccc(-c3ccccc3)cc21	0.6	108*	-31	-236	22*	3	78*	100*	10

Retrieved by compound from above:
SMILES	S1P4 agonist	CHOP inhibitor	NPY1 pot ag	p47phox inh	NPY Y1 blocker	NPY2 pot ag	BaF3 tox	Ba/F3 V617F tox	S1P4 antag
CCCCCn1c(CN(C)Cc2ccccc2)nc2c1c(=O)n(C)c(=O)n2C	-2.8	-17	-8	-15	14	-1	7	4	-13
Cc1ccc(S(=O)(=O)Cn2nnnc2C(C)N2CCN(C(=O)c3ccco3)CC2)cc1 (stereo not given)	0.2	4	14	3	-1	9	1	-1	-17
CC(C)N1C(=O)C(Cc2nc3ccccc3c(=O)n2-c2ccccc2)c2ccccc21 (stereo not given)	0.1	11	-57	-7	22*	-30	7	4	-12
COc1ccc2nc(NC(=O)c3ccoc3C)sc2c1	1.1	-9	-8	-3	-1	16	21	17	-7
CCOC(=O)c1ccc(OC)c(OC)c1Cl	-1.6	10	22	-9	nt	19	-2	-2	2

The list goes on.
SMILES	S1P4 agonist	CHOP inhibitor	NPY1 pot ag	p47phox inh	NPY Y1 blocker	NPY2 pot ag	BaF3 tox	Ba/F3 V617F tox	S1P4 antag
CC1=C(C(=O)Nc2ccccc2F)C(c2ccsc2)C2=C(CC(C)(C)CC2=O)N1 (stereo not given)	1.0	25	-4	-14	-2	-7	7	1	-11
Cn1cc(CN2CCCC(CO)(Cc3ccccc3)C2)c2ccccc21 (stereo not given)	1.9	14	-22	-10	6	-24	0	-1	-10
Cc1ccc(F)cc1NC(=O)CN1CCN(c2ccccn2)CC1	-0.6	1	-9	-1	3	-18	4	-2	-32
COc1ccc(C(=O)NC2CCN(C(=S)NCCc3ccccc3)CC2)cc1	1.7	8	18	nt	-1	-4	9	1	-21
Cc1cccc(C)c1NC(=O)N1CCC(c2nc3ccccc3o2)CC1	-0.8	12	14	-16	0	0	4	-1	-27
CC(C)(C)c1cc(NC(=O)c2ccco2)n(-c2ccccc2)n1	1.4	8	10	-8	-4	13	1	-3	-11
COc1cc([N+](=O)[O-])cc(/C=N/NC(=O)c2cncc(Br)c2)c1O	0.3	20	15	-16	nt	13	-2	-1	-5
CCn1c(SCC(=O)NCc2ccccc2)nc2nc3c(cc2c1=O)CCCC3	0.2	11	0	2	2	-13	6	3	-1
CC(C)CNC(=O)CN(C)S(=O)(=O)c1ccc(F)cc1	-0.2	-5	-13	2	-3	-4	8	2	-3
O=c1[nH]c(Nc2ccc3c(c2)OCCO3)nnc1Cc1ccc(Cl)cc1	1.7	18	2	-11	-5	2	8	2	-5
Cc1ccc(OC(C)C(=O)N2CCc3ccccc32)cc1 (stereo not given)	1.2	1	-23	-2	-2	1	4	-1	-24
COc1ccccc1C(=O)NNC(=O)c1ccc(NC(=O)CC(C)C)cc1	2.6	6	19	-2	-6	6	5	2	-5
Cc1ccc(S(=O)(=O)N2CCC(C(=O)N[C@@H](C)C(=O)NCC3CCCO3)CC2)cc1 (stereo not given in full)	-0.6	-28	11	-5	-1	13	2	-2	-3
